All columns: NCI-60 one-dose screen, growth in % after 48 h at 10 µM unless noted; 100 = growth as untreated, 0 = no growth, -100 = all killed.
PC-3 = PC-3 prostate cancer cells; hit rate 3.9% among 80,000; AID 1794754
DU-145 = DU-145 prostate cancer. hit rate 4.2% among 81,000
SN12C = SN12C renal cancer cells | hit rate 3.8% among 81,000 | AID 1794767
786-0 = 786-0 renal cancer cells | hit rate 5.1% among 81,000
UO-31 = UO-31 renal cancer. AID 1794768. hit rate 5.2% among 81,000
SF-295 = SF-295 CNS cancer cells; hit rate 5.6% among 79,000
U251 = U251 CNS tumor cells; hit rate 5.4% among 80,000; AID 1794753
TK-10 = TK-10 renal cancer cells | AID 1794769 | hit rate 3.9% among 81,000
SF-539 = SF-539 CNS cancer; hit rate 6.8% among 81,000
Starred values were filed as active, the others as inactive; . = not tested or not shown; & = joins results of further samples. The calls were made as follows: active = growth percent below 10; inactive = the rest.

SMILES | PC-3 | DU-145 | SN12C | 786-0 | UO-31 | SF-295 | U251 | TK-10 | SF-539
COc1ccc2oc(=O)cc(/C=N\Nc3nc(-c4ccc(Cl)cc4Cl)cs3)c2c1 | 91 | 104 | 93 | 97 | 84 | 94 | 92 | 109 | 98
O=C(CSc1nc2ccccc2c(=O)n1CCc1ccccc1)Oc1ccc(Cl)cc1 | 75 | 105 | 92 | 102 | 71 | 98 | 98 | 116 | 110
COc1cccc(N2C(=N)/C(=C3\Nc4ccccc4S3)CC2=O)c1 | . | 71 | 107 | 75 | 39 | 61 | 47 | 73 | 26
COc1cccc(N=Nc2cccc(OC)c2)c1 | 68 | 112 | . | 91 | 88 | 93 | 79 | 96 | 95
CS(=O)(=O)c1ncnc2nc[nH]c12 | 491 | 103 | 105 | 106 | 95 | 78 | 103 | 118 | 97
O=C(c1ccccc1)N1CCOC(O)(c2ccccc2)C1c1ccccc1 (stereo not drawn) | 91 | 114 | 99 | 99 | 71 | 129 | 104 | 98 | 109
CCCCCCCSc1ccc(C(=O)Nc2ccc(C)cc2C(=O)O)cc1 | 46 | 69 | 76 | 77 | 60 | 29 | 37 | 81 | 60
CN[C@@H]1C(OC2[C@H](O[C@H]3[C@H](O)[C@@H](O)[C@H](N=C(N)N)[C@@H](O)[C@@H]3N=C(N)N)OC(C)[C@]2(O)CO)OC(CO)C(O)C1O (stereo partly drawn) | 108 | 109 | 108 | 106 | 102 | 103 | 103 | . | 109
COc1cccc(NC(=O)Nc2ccc(Nc3ncnc4sc(C(=O)NO)c(C)c34)cc2)c1 | 102 | 103 | 99 | 101 | 83 | 95 | 101 | 104 | 97
Oc1cccc(-c2nc(-c3nn(CN4CCNCC4)c(=S)o3)cc3c2[nH]c2ccccc23)c1 | 98 | 107 | 101 | 108 | 88 | 102 | 104 | 105 | 99
COc1ccc(/C=N\NC(=O)N/N=C/c2ccc(OC)c(OC)c2)cc1OC | 89 | 128&126 | 109&104 | 110&112 | 91&89 | 123&123 | 119&99 | 134&109 | 124&115
C=C(CBr)[C@@H]1CC[C@]2(C)[C@H](CC[C@@H]3[C@@H]4[C@H]5OC(=O)[C@@]4(CCC5(C)C)CC[C@]32C)[C@@]1(C)CCC#N | 66 | 105 | 94 | 102 | 87 | 104 | 89 | 110 | 93
c1ccc2sc(SCCCn3ccnc3)nc2c1 | 80 | 101 | 84 | 104 | 85 | 97 | 88 | 84 | .
C=C(C)Cc1cc2c(cc1O)OCO2 | 84 | 105 | 98 | 91 | 91 | 91 | 101 | 96 | 99
OCCCCCOCc1ccccc1 | 98 | 113 | 94 | 94 | 93 | 99 | 103 | 94 | 92
Nc1ccc([N+](=O)[O-])c(N)c1 | 93 | 113 | 102 | 108 | 77 | 109 | 102 | 87 | 105
O=C(NC1c2ccccc2Oc2ccccc21)OCCCl | 89 | 102 | 98 | 91 | 76 | 98 | 86 | 91 | 93
CCCC(=O)Nc1cc([N+](=O)[O-])c([N+](=O)[O-])cc1OC | 95 | 102 | 101 | 101 | 23 | 102 | 92 | 110 | 95
O=C1NC(=S)S/C1=C\N1N=C(c2ccc(F)cc2)CC1c1ccc(F)cc1 (stereo not drawn) | 97 | 102 | 96 | 99 | 85 | 102 | 100 | 116 | 103
O=C1NC(=O)C2(CCc3ccccc32)N1 (stereo not drawn) | 88&133 | 102&123 | 95&104 | 95&115 | 85&101 | 96&97 | 99&109 | 100&105 | 105&90
COc1ccccc1OC(C)=O | 102 | 111 | 104 | 92 | 91 | 98 | 99 | 95 | 100
O=C1C=C(CCc2ccccc2)CCC1 | 92 | 110 | 93 | 103 | 62 | 109 | . | 106 | 97
COc1cc(/C=N/NC(=O)c2ccc(C)nc2)cc(OC)c1OC | 98 | 114 | 102 | 34 | 66 | 97 | 102 | 81 | 98
Cc1ccc(Oc2c(/C=N/NC(=O)Cn3c(=O)sc4ccccc43)c(C)nn2-c2ccccc2)cc1 | 36 | 78 | 29 | 81 | 26 | 42 | 43 | 62 | 75
O=C(c1ccccc1)C(Br)C(Br)C(=O)c1ccccc1 (stereo not drawn) | . | 107 | 100 | 99 | 89 | 92 | 100 | 105 | 104

The list goes on:
SMILES | PC-3 | DU-145 | SN12C | 786-0 | UO-31 | SF-295 | U251 | TK-10 | SF-539
COc1ccc(-c2ccnc3c(C#N)c(SC)nn23)cc1OC | 93 | 84 | 91 | 95 | 93 | 92 | 85 | . | 86
Cc1ccc(-n2cc(/C=C/C(=O)c3ccc(O)cc3)c(-c3ccc(S(C)(=O)=O)cc3)n2)cc1 | 70 | 83 | 63 | 94 | 76 | 87 | 72 | 117 | 60
Nc1nc(-c2nnc(Nc3ccccc3)s2)cs1 | 94 | 102 | 101 | 99 | 81 | 101 | 102 | 96 | 109
N#Cc1c(-c2ccc(F)cc2)nc(SCc2ccc([N+](=O)[O-])cc2)nc1N1CCN(c2ccccc2)CC1 | 93 | 103 | 94 | 92 | . | 100 | 95 | 99 | 100
Cc1nc2c(cnn2-c2ccccc2)c(=O)n1-c1ccc(NC(=O)c2ccccc2)cc1 | 70 | 81 | 76 | 80 | . | 53 | 88 | 81 | 80
CC/C(=C/CO)c1ccccc1 | 95 | 106 | 106 | 104 | 97 | 102 | 108 | 101 | 95
O=[N+]([O-])c1ccc2c(c1)Sc1ccccc1N2CCCCCl | 86 | 102 | 83 | 98 | 64 | 97 | 90 | 110 | 98
Cc1ccc2c(n1)C(=O)C(Cl)=C(Nc1cc(C(F)(F)F)cc(C(F)(F)F)c1)C2=O | 81 | 95 | 92 | 80 | 9.7* | 96 | 85 | 106 | 94
CCCNc1ccc(C2=NCCCN2)cc1 | 95 | 103 | 109 | 89 | 82 | 91 | 87 | . | 102
Oc1ccc2ccccc2c1CNc1ccc(Br)cc1 | 67 | 77 | 86 | 67 | 51 | 80 | 81 | 78 | 98
COc1ccc(CN(c2ccc(C)cc2)C2OC(=O)c3ccccc32)cc1 (stereo not drawn) | 95 | 113 | 98 | 100 | 89 | 110 | 85 | 91 | .
CCCCCc1ccnc(CC(=O)c2ccc(OC)cc2)c1 | 76 | 105 | 92 | 99 | 80 | 97 | 89 | 82 | 97
COc1cc(CNC(=O)C2CCC(=O)N2)cc(OC)c1OC (stereo not drawn) | 106 | 108 | 98 | 107 | 98 | 110 | 113 | 106 | 99
O=C(CCCCC(=O)OCC1CCCO1)OCC1CCCO1 (stereo not drawn) | 99 | 109 | 89 | 95 | 89 | 100 | 97 | 110 | 94
O=C(/C=C/c1ccc(F)cc1)Nc1cccc2cccnc12 | 98 | 107 | 101 | 108 | 84 | 111 | 102 | 147 | 102
COc1ccc2c(c1)N=C(C(=O)O)/C2=C/c1sc(=S)[nH]c1O | 98 | 110 | 89 | 90 | 61 | 91 | 97 | 89 | 79
COc1ccc(/C=N/N2CC(C)OC(C)C2)cc1OC1CCCC1 (stereo not drawn) | 68 | 96 | 87 | 84 | 59 | 91 | 85 | 96 | 91
O=C(OC1CCC2CCCC1C2=O)c1ccc([N+](=O)[O-])cc1 (stereo not drawn) | 94 | 110 | 100 | 99 | 85 | 87 | 99 | 116 | 98
CCCCOc1nc2c(C)cccc2cc1C(c1cn(Cc2ccccc2)c2ccccc12)c1cn(Cc2ccccc2)c2ccccc12 | 101 | 116 | 95 | 102 | 83 | 100 | 103 | 105 | 93
CN1C(=O)c2cc(Cl)nc3c(NC(=O)c4cccc(Cl)c4)c(Cl)c(NC(=O)c4cccc(Cl)c4)c1c23 | -45* | 4.2* | -43* | 42 | -62* | 88 | -68* | 40 | 9.6*
Cc1ccccc1NC(=O)C(=O)C(C(=O)c1ccccc1F)C1OC(=O)c2ccccc21 (stereo not drawn) | 84 | 99 | 85 | 110 | 84 | 109 | . | 159 | 70
COc1ccc(-c2nn(-c3ccc(NC(=O)Nc4ccc(Cl)c(C(F)(F)F)c4)cc3)cc2-c2ccncc2)cc1Cl | 4.3* | 21 | 17 | -34* | 3.9* | -26* | -7.2* | . | -1.2*
CN(C)Cc1cc(C(C)(C)C)ccc1O | 98 | 98 | 103 | 104 | 90 | 106 | 97 | 105 | 118
Cc1ccccc1C(=O)Oc1ccc(Br)cc1 | 86 | 109 | 103 | 101 | 89 | 104 | 96 | 95 | 101
Cc1nc([P+](c2ccccc2)(c2ccccc2)c2ccccc2)c(Sc2sc(-c3ccccc3)nc2[P+](c2ccccc2)(c2ccccc2)c2ccccc2)o1 | 3.4* | 20 | 7.4* | 20 | 21 | 1.9* | 14 | 39 | 22

More records
SMILES | PC-3 | DU-145 | SN12C | 786-0 | UO-31 | SF-295 | U251 | TK-10 | SF-539
CSc1nc2nc3c(nc2c(=O)n1C)C(=O)c1ccccc1-3 | 81 | 125 | 108 | 112 | 74 | 94 | . | 138 | 110
FC(F)(F)c1cc(Br)ccc1Br | 95 | 123 | 103 | 102 | 64 | 110 | 105 | 112 | 106
CCOC(=O)c1ccc(Nc2cc(N)nc(N)n2)cc1 | 105 | 117 | 83 | 99 | 86 | 103 | 100 | 101 | 100
CC(=O)O[C@H]1CC[C@@]2(C)[C@@H](CC=C3[C@@H]2CC[C@]2(C)[C@@H]([C@H](C)/C=C/[C@H](C)C(C)C)CC[C@@H]32)C1 | 83 | 112 | 113 | 97 | 97 | 94 | 98 | 92 | 96
c1ccc2c(c1)C[C@@H](c1c[nH]c3ccccc13)c1[nH]c3ccccc3c1[C@H]2c1c[nH]c2ccccc12 | 55 | 84 | 78 | 81 | 46 | 76 | 78 | 94 | 80
CC(=O)Nc1ccc2ncc(C#N)c(Nc3ccc(Cl)cc3)c2c1 | 90 | 111 | 101 | 103 | 83 | . | 92 | 120 | 98
c1ccc(CSc2nc3ncncc3[nH]2)cc1 | 96 | 108 | 111 | 109 | 122 | 103 | 99 | 112 | 156
S=C=Nc1ccc2ccccc2c1 | 102 | 107 | 111 | . | 85 | 108 | 98 | 109 | 100
COc1cc(NC(=O)CSc2nc3ccc(C)cc3c(=O)n2-c2ccccc2)cc(OC)c1OC | 82 | 110 | 93 | 89 | 51 | 92 | 94 | 104 | 94
COc1ccc(C/C(C)=C(\c2ccc(OCCN3CCCCCC3)cc2)c2ccc(OC(=O)C3CCCCC3)cc2)cc1 | 51 | 72 | 57 | 69 | 39 | 86 | 44 | 86 | 75
CCCc1nc2sc3c(c2c(=O)n1NC(=O)c1ccc(C#N)cc1)CCCC3 | 81 | 107 | . | 102 | 86 | 89 | 92 | 99 | 98
C=CCc1ccccc1OCC(=O)O | 101 | 116 | 98 | 95 | 81 | 109 | 104 | 119 | 96
Clc1ccc(Cc2nc3ccccc3s2)cc1 | 63 | 99 | 86 | 109 | 61 | 92 | 79 | 119 | 106
COc1ccc(-c2cn(-c3cccc(C(=O)/C=C/c4cc(OC)c(OC)c(OC)c4)c3)c(=O)[nH]2)cc1OC | 81 | 99 | 78 | 80 | 68 | 96 | 72 | 96 | 77
C/C(=C\COc1c2c(cc3c1CCO3)OC1(C=C2)OC(CC/C(C)=C/COc2c3ccoc3cc3oc(=O)ccc23)C(C)(C)O1)CCC(O)C(C)(C)O (stereo not drawn) | 43 | 107 | 84 | 93 | . | 39 | 72 | 92 | 97
Cc1nc2sc(C(=O)Nc3cccc(Cl)c3C)c(N)c2cc1C(C)O (stereo not drawn) | 13 | 20 | 33 | 36 | 49 | 15 | 18 | 46 | -13*
Nc1cccc(O)c1 | 98 | 115 | 98 | . | . | 129 | 100 | 102 | 100
CCOC(=O)n1cc(-c2nonc2-c2cn(C)c3ccc(OC)cc23)c2cc(F)ccc21 | 65 | 93 | 78 | 94 | 52 | 61 | 83 | 94 | 86
Cc1ccc(NC(=O)CNC(=O)CN2C(=O)c3ccccc3C2=O)cc1 | 98&93 | 104&110 | 92&100 | 99&104 | 91&79 | 100&95 | 102 | 101&99 | 97&99
O=CN/N=C/c1ccc2c(c1)CCC2 | 88 | 105 | 92 | 100 | 81 | . | 99 | 101 | 80
CN1C(=O)C=C(N)C1=O | 102 | 113 | 99 | 104 | 96 | 96 | 101 | 103 | 94
CN1C(C(=O)Nc2ccccn2)=C(O)c2ccccc2S1(=O)=O | 95 | 118 | 97 | 95 | . | 102 | 101 | 105 | .

Part of the list above in order of length of the SMILES, falling.
SMILES | PC-3 | DU-145 | SN12C | 786-0 | UO-31 | SF-295 | U251 | TK-10 | SF-539
CC(=O)O[C@H]1CC[C@@]2(C)[C@@H](CC=C3[C@@H]2CC[C@]2(C)[C@@H]([C@H](C)/C=C/[C@H](C)C(C)C)CC[C@@H]32)C1 | 83 | 112 | 113 | 97 | 97 | 94 | 98 | 92 | 96
COc1ccc(-c2cn(-c3cccc(C(=O)/C=C/c4cc(OC)c(OC)c(OC)c4)c3)c(=O)[nH]2)cc1OC | 81 | 99 | 78 | 80 | 68 | 96 | 72 | 96 | 77
COc1cc(NC(=O)CSc2nc3ccc(C)cc3c(=O)n2-c2ccccc2)cc(OC)c1OC | 82 | 110 | 93 | 89 | 51 | 92 | 94 | 104 | 94
CCCc1nc2sc3c(c2c(=O)n1NC(=O)c1ccc(C#N)cc1)CCCC3 | 81 | 107 | . | 102 | 86 | 89 | 92 | 99 | 98
Cc1ccc(NC(=O)CNC(=O)CN2C(=O)c3ccccc3C2=O)cc1 | 98&93 | 104&110 | 92&100 | 99&104 | 91&79 | 100&95 | 102 | 101&99 | 97&99
CC(=O)Nc1ccc2ncc(C#N)c(Nc3ccc(Cl)cc3)c2c1 | 90 | 111 | 101 | 103 | 83 | . | 92 | 120 | 98
Clc1ccc(Cc2nc3ccccc3s2)cc1 | 63 | 99 | 86 | 109 | 61 | 92 | 79 | 119 | 106
O=CN/N=C/c1ccc2c(c1)CCC2 | 88 | 105 | 92 | 100 | 81 | . | 99 | 101 | 80
FC(F)(F)c1cc(Br)ccc1Br | 95 | 123 | 103 | 102 | 64 | 110 | 105 | 112 | 106
C=CCc1ccccc1OCC(=O)O | 101 | 116 | 98 | 95 | 81 | 109 | 104 | 119 | 96
S=C=Nc1ccc2ccccc2c1 | 102 | 107 | 111 | . | 85 | 108 | 98 | 109 | 100

Screens (PubChem)

Compounds as they come, and some 10% of all compounds hit somewhere here.
